Source: PubChem
HTT aggregate: reduces HttQ103-GFP aggregates in PC12 cells. PC12 HttQ103-GFP aggregates, Acumen cytometry, 40 h. Potency, µM (titrated, usually from 46.1 µM), for inactives: at the highest dose activity change, negative = inhibition, hits mostly inhibitors. 1.1% of 220,000 active; note: % is set by controls: 0 for no effect and ±100 for the full control effect; nearly all actives have a fitted effect of over 60% in size
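Quantitative HTS on tebufenozide-induced (100 nM) PC12 cells stably expressing polyQ103 Huntingtin exon 1–GFP. Reduction of bright GFP aggregates, detected by laser scanning cytometry after lysis, identified actives across the titration.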
Tau fluor cs: counter-screen for tau fibril formation inhibitors; tau K18 P301L Alexa594 fluorescence, heparin fibrillization; Potency, µM (doses to about 57.7 µM), without a hit: top-dose activity change, negative = decrease; 0.93% of 280,000 active; AID 1463; note: % is set by controls: 0 for no effect and ±100 for the full control effect; nearly all actives have a fitted effect of over 55% in size
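Human K18 P301L tau (15 uM unlabeled plus 0.24 uM Alexa 594-labeled, final) in 100 mM sodium acetate pH 7 was mixed with compound and 20 uM heparin and incubated 6 hr at 37 C.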
SMN2 splice up: increases expression of the SMN2 splice variant; HEK293 SMN2-luciferase splicing reporter, luminescence, 30-36 h; Potency, µM (series often up to 46.1 µM), inactives show at the highest dose activity change, positive = activation, usual class: activators; 2.8% of 210,000 active; AID 1458; note: % of control where 0% means no effect; nearly all actives have a fitted effect of over 55% in size
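HEK293 cells carry an SMN2 […]–luciferase reporter in which exon 7 inclusion puts luciferase in frame. Cells were plated 10-12 h before compound addition, then incubated 30-36 h at 37C. ONE-Glo luminescence was read; sodium butyrate at 4.5 mM final served as control.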
HTT cytoprotect: protects HTT-Q103 PC12 cells, measured by ATP | 0.14% of 230,000 active | Potency, µM (doses to about 56.4 µM), for inactives: cytoprotection (ATP increase), usual class: activators | PC12 HTT-Q103 induced, cytoprotection, ATP luminescence, 40 h;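 note: % of control where 0% means no effect; nearly all actives have a fitted effect of over 45% in size; toxic huntingtin expression switched on by the ecdysone agonist tebufenozide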
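Cells were plated at 1500 per well in phenol red-free DMEM with 5% equine and 5% calf serum. Tebufenozide (100 nM final) and compounds were added, then ATPlite reagent, and luminescence was read.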
ALDH1A1 inh: ALDH1A1 (human) enzyme inhibition. P00352. Purified ALDH1A1, NADH fluorescence, propionaldehyde substrate. Potency, µM (series often up to 75.3 µM), inactives show at the top dose activity, negative = inhibition, most hits filed as inhibitors. 7.3% of 220,000 active. AID 1030; active = well fitted inhibition curve with a large enough effect, not every such curve was filed as active; inconclusive = small, poorly fitted or top-dose-only effect, or another doubt; inactive = no such curve, though single readings can be large or run the other way;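 note: plate controls were no enzyme wells and a reference inhibitor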
Target sequence (P00352 whole entry, looked up): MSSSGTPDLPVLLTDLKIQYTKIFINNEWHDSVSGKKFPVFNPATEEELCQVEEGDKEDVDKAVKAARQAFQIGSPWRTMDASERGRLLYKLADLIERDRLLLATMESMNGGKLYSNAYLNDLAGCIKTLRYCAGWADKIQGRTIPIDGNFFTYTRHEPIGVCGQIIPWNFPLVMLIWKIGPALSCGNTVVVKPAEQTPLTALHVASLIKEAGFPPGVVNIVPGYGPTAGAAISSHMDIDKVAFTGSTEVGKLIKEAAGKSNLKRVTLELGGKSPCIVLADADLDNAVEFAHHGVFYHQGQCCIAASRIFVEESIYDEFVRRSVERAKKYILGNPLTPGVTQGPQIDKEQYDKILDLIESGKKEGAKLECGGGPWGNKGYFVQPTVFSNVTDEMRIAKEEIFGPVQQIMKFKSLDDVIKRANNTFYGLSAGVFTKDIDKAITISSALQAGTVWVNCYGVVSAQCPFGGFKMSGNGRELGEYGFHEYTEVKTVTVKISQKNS
Tau fibril ThT: inhibitors of human tau fibril formation, thioflavin T binding. Potency, µM (titrated, usually from 57.4 µM), for the others: top-dose activity, negative = inhibition, actives largely listed as inhibitors. P10636. recombinant tau K18 P301L, heparin-induced fibrillization, ThT fluorescence. AID 1460. 2.1% of 270,000 active; note: % is set by controls: 0 for no effect and ±100 for the full control effect; nearly all actives have a fitted effect of over 55% in size
Target sequence (P10636 561-689 P618L limits assumed): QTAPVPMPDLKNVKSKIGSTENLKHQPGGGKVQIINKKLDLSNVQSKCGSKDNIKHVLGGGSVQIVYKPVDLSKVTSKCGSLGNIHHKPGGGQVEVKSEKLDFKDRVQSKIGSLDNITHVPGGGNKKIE
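Using a mix of unlabeled (15 uM) and Alexa 594-labeled (0.24 uM) tau K18 P301L, heparin-triggered fibrillization over 6 hr at 37 C was scored by ThT fluorescence.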
Tau fibril FP: inhibitors of human tau fibril formation; K18 P301L tau heparin fibrillization, Alexa594 FP, 6 h; AID 1468; Potency, µM (titrated, usually from 57.7 µM), for the others: at the top dose activity, negative = inhibition, most hits filed as inhibitors; 0.39% of 280,000 active; P10636; note: % is set by controls: 0 for no effect and ±100 for the full control effect; nearly all actives have a fitted effect of over 55% in size
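Recombinant K18 P301L […], labeled with Alexa 594 at 0.24 uM over 15 uM unlabeled; heparin inducer 20 uM final; 37 C, 6 hr; FP endpoint.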
JMJD2E inh: blocks human JMJD2E demethylase activity; B2RXH2; JMJD2E catalytic domain, FDH-coupled NADH fluorescence (FDH is formaldehyde dehydrogenase); Potency, µM (highest dose often 57.1 µM), for inactives: at the top dose activity change, negative = inhibition, usual class: inhibitors; 1.6% of 230,000 active; AID 2147; active = well fitted inhibition curve with a large enough effect, not every such curve was filed as active; inconclusive = small, poorly fitted or top-dose-only effect, or another doubt; inactive = no such curve, though single readings can be large or run the other way;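 note: 0% = wells with enzyme and -100% = buffer wells without enzyme; nearly all actives have a fitted effect of over 50% in size; many of its hits are not listed in these tables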
Target sequence (B2RXH2 1-337 limits assumed): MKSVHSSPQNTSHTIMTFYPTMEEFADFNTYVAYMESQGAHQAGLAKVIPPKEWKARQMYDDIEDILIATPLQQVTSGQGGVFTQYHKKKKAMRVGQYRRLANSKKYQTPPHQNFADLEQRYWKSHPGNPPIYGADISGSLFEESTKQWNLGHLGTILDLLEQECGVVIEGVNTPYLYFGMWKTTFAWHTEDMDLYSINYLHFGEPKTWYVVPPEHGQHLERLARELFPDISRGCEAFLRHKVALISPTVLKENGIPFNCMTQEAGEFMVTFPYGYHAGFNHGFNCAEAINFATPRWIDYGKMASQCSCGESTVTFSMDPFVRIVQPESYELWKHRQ
Active calls of the source: *; ? = inconclusive; . = no result given; & = joins results of further samples; [ ] = remark or other dose. Unless noted, calls come from the whole dose curve; as a rule, active = well fitted curve in the direction sought with a large enough effect; inconclusive = small, poorly fitted or top-dose-only effect, or another doubt; inactive = no such curve, though single readings can be large; an effect the other way counts as inactive or inconclusive. Potency is the fitted concentration of half-maximal effect. This is a subset; the hit share may differ from the screen's.

mol	HTT aggregate	Tau fluor cs	SMN2 splice up	HTT cytoprotect	ALDH1A1 inh	Tau fibril ThT	Tau fibril FP	JMJD2E inh
Cc1ccc(CNC(=O)CSc2nc3ccsc3c(=O)n2Cc2ccccn2)cc1	-3%	-8%	-27%	-42%[inhibitor]	?	-1%	-1%	0%
CCOc1ccc(C2C(C#N)=C(N)Oc3nc[nH]c(=O)c32)cc1OC (stereo unspecified)	10%	2%	3%	6%[10 µM]	-13%	-10%	-1%	-10%
COc1ccc(OC)c(-n2c(SCC(=O)Nc3cccc(S(N)(=O)=O)c3)nc3ccccc3c2=O)c1	5%[9.22 µM]	?	.	6%[10 µM]	-7%	-12%	0%	-12%
N#CCSc1nnc(COc2ccccc2)n1-c1ccccc1	-4%	1%	-18%	-4%[1.9 µM]	-8%	-4%	4%	13%
COc1ccc(NS(=O)(=O)c2ccc(C)cc2)c([N+](=O)[O-])c1	0%[9.22 µM]	-20%	.	20%[10 µM]	.	-11%	-10%	3%
CN(C(=O)C1CCCO1)c1nnc(-c2ccccn2)s1 (stereo unspecified)	-4%	4%	3%	-15%[10 µM]	102%[activator]	8%	-9%	.
CC(=O)c1ccc(NC(=O)/C=C/c2ccc(C)o2)cc1	.	-22%	13µM*	.	.	?	-14%	.
O=C(COC(=O)[C@@H]1CC(O)CN1S(=O)(=O)c1ccc2c(c1)OCCO2)Nc1ccccc1F (stereo partly specified)	4%	1%	-1%	-39%[inhibitor]	-7%	-1%	-7%	5%
O=C(Nc1ccc(Br)cc1Cl)Nn1cnnc1	-11%	-3%	0%	-13%[0.074 µM]	13%	-1%	-6%	1%
CCC(=O)Nc1cc(NC(=O)CSc2nnc(C(C)C)n2CC)ccc1C	11%	-1%	22%	19%	7%	1%	-5%	5%
COc1ccc(NC(=S)N(Cc2ccc(Cl)cc2)Cc2ccc(C(=O)O)cc2)cc1Cl	-9%	-12%	-10%	17%	20µM*	-10%	8%	-6%
O=C1c2ccccc2-n2c1nc1ccccc1c2=O	11µM*	-24%&-6%	-6%&-6%	-168%&-59%[inhibitor]	-10%&2%	?	4%&12%	5%&-5%
COc1cc(/C=C2\N=C3CCCCCN3C2=O)ccc1O	-9%	-5%	?	-11%	?	-16%	10%	-9%
CSc1nc(C)cc(OCC#N)n1	-1%	8%	20%	12%	?	2%	0%	2%
COc1ccc(-c2c(C)oc3c(CN4CCCCC4C)c(O)ccc3c2=O)cc1OC (stereo unspecified)	-17%	5%	-5%	-6%	?	-6%	11%	?
O=C(NNC(=O)C1CCCO1)c1ccc(F)cc1 (stereo unspecified)	13%	5%	16%	21%[10 µM]	2%	4%	3%	-11%
CCC(CC)C(=O)Nc1cccc(C(=O)N2CCOCC2)c1	7%	-1%	24%	-5%[0.074 µM]	2%	8%	4%	5%
CN(C)CCCNC(=O)CC(c1ccccc1)c1ccccc1O (stereo unspecified)	-11%	1%	5%	-9%[0.074 µM]	7%	0%	-2%	1%
Cc1occc(=O)c1OC(=O)Nc1ccccc1	8%	9%	14%	-10%	-4%	-2%	7%	-30%
CCCN(CCO)Cc1ccc(F)c(Br)c1	5%	-2%	26%	-10%	-8%	-3%	-2%	-2%
O=[N+]([O-])c1cc(S(=O)(=O)N2CCCC2)ccc1N/N=C/c1cccnc1	4%	2%	2%	-4%[10 µM]	4%	-8%	3%	3%
CCOC(=O)c1c(C2CC2)csc1NC(=O)COC(=O)c1ccc[n+]([O-])c1	5%	-20%	-8%	21%[10 µM]	-8%	?	10%	5%
Cc1ccc(Nc2c3c(nc4ccccc24)CCC3)cc1F	.	?	-30%	.	.	3%	0%	.
C/C(=N/OC(=O)c1ccccc1)c1oc(C)nc1C	-4%[9.22 µM]	-10%	.	19%[10 µM]	-9%	?	-4%	1%
Cc1nnc(NC(=O)C2CCCO2)s1 (stereo unspecified)	0%	-7%	?	11%[10 µM]	8.9µM*	-11%	-4%	-4%
Cc1cc(C)c(COCc2cc(/C=N/O)c(C)cc2C)cc1/C=N/O	-31%	-26%	-16%	3%	23%	?	-10%	-3%
CC(=O)C1=NN(c2ccccc2)C2(S1)S/C(=C\c1ccccc1)C(=O)N2c1ccccc1 (stereo unspecified)	-17%	-14%	-21%	12%	9%	-5%	4%	-7%
Cc1ccc(Nc2nc(N)nc(CSc3ncccn3)n2)cc1	15%	-8%	13µM*	-16%	1%	-11%	-5%	-4%
CN(C)S(=O)(=O)c1cccc(NC(=O)CSc2nc3c(cc2C#N)C(=O)CC(C)(C)C3)c1	14%	?	-29%	5%[10 µM]	1.4µM*	?	?	9%
COCCN1C(=O)c2[nH]nc(-c3cc(C)ccc3O)c2C1c1ccc(C(C)C)cc1 (stereo unspecified)	.	?	-11%	.	.	?	11%	.
N#C/C(=C1/CCCCCN1)c1nc2ccccc2[nH]1	1%	-11%	2%	-20%	8.9µM*	9%	-10%	-5%
CC1=C(/C=N/Nc2ccc([N+](=O)[O-])cc2[N+](=O)[O-])C(C)(C)CCC1	?	?	-27%	24%[10 µM]	?	?	18%	-5%
Nc1ncnc2c1ncn2[C@H]1O[C@@H](CSCC[C@@H](N)C(=O)O)[C@H](O)[C@@H]1O	.	-9%	-2%	12%	-3%	?	-3%	.
CCN(CC)CCn1c(/N=C/c2cc(Br)ccc2O)nc2ccccc21	4%	7%	-1%	0%[0.074 µM]	5%	3%	-3%	0%
COc1ccc(S(=O)(=O)c2ccc(OC)c(OC)c2)cc1OC	-2%	7%	.	-17%[10 µM]	9%	6%	1%	0%
C/C=C(\C)C(=O)OC1c2c(ccc3ccc(=O)oc23)OC(C)(C)C1OC(C)=O (stereo unspecified)	19%	-10%&-12%	2%&3%	4%[1.9 µM]	?	-7%&-13%	-3%&1%	?
Clc1ccc(Nc2ccc(NCc3ccccc3)nn2)cc1	-12%	13µM*[quencher]	-6%	38%[0.074 µM]	-10%	?	14%	?
COc1ccc(S(=O)(=O)Nc2ccc(S(=O)(=O)N3CCCCC3)cc2)cc1C	-14%	?	-13%	-31%	4µM*	-6%	-10%	-6%
O=C(Oc1ccccc1C(=S)N1CCCCC1)c1cc([N+](=O)[O-])cc([N+](=O)[O-])c1	-16%	?	9%	6%[10 µM]	8.9µM*	25µM*	?	2%
COc1ccc(NC(=S)Nc2ccccc2Cl)cn1	8%	10%	0%	.	10%	3%	0%	?
COc1cc(N(C)C)c([N+](=O)[O-])cc1C(=O)NC(C)CNc1ccc([N+](=O)[O-])cc1Cl (stereo unspecified)	-3%	-3%	-4%	-4%[10 µM]	1.6µM*	-3%	-6%	2%
Cc1nnc(SCc2nnc(-c3cccs3)o2)s1	-5%	10%	8%	-9%[10 µM]	-8%	11%	3%	2%
C=CCN(CC=C)C(=O)C1CC(=O)N(c2ccc(Br)cc2)C1 (stereo unspecified)	1%	-4%	-7%	-9%	1%	-3%	-2%	2%
NC(=O)C1CC(=O)N(c2ccc(OCc3ccc(Cl)cc3)cc2)C1 (stereo unspecified)	10%[9.22 µM]	-6%	.	-3%[10 µM]	2%	-10%	4%	-17%
CCC(c1nnnn1Cc1ccco1)N(Cc1ccccc1OC)Cc1cc2cc(C)ccc2[nH]c1=O (stereo unspecified)	29%	-21%	-3%	-14%[10 µM]	?	?	-12%	0%
COc1cccc(C2=NOC(C(=O)NC(C)C)C2)c1 (stereo unspecified)	22%	-4%	1%	-17%	10%	-7%	0%	3%
CC(C)C(=O)N(Cc1cc2ccccc2[nH]c1=O)C(C)C	-5%	3%	-8%	19%[0.074 µM]	3%	1%	-3%	?
Cn1c(COc2ccccc2)nnc1SCC(=O)NNC(=O)C1CCCCC1	12%[9.22 µM]	-8%	.	19%[10 µM]	7%	-5%	-1%	-4%
CC(=O)NCCn1c(SCC(=O)OCc2ccccc2)nc2ccccc2c1=O	-2%	-7%	11%	4%	-5%	5%	-5%	7%
O=C(NCc1ccc(F)cc1)c1ccc(CS(=O)(=O)Cc2ccc(F)cc2)o1	-21%	-5%	-18%	-8%	0%	-3%	0%	5%
Fc1cc(Cl)ccc1NC(=S)NCCN1CCOCC1	28%[9.22 µM]	0%	-9%	22%	?	5%	-14%	-3%
Cc1ccc(S(=O)(=O)/N=C(/NC(=S)Nc2c(C)n(C)n(-c3ccccc3)c2=O)c2ccccc2)cc1	-13%[9.22 µM]	-4%	.	-7%[10 µM]	.	-3%	-6%	8%
Cc1csc(NC(=O)CSc2ccc3nnc(CCNS(=O)(=O)c4ccccc4)n3n2)n1	-2%	-3%	0%	15%[10 µM]	7%	-3%	-1%	1%
O=C(O)[C@H]1CN(C/C=C/P(=O)(O)O)CCN1	9%	-5%	-9%	29%&3%	-2%	-9%	12%	1%
COc1ccc2c(c1)CCc1c(C(=O)N3CCCC3)noc1-2	-14%	-7%	18µM*	-28%	10µM*	-13%	-2%	-5%
C/C(=N\NS(=O)(=O)c1ccccc1)c1cccc(NC(=O)c2cccc(Cl)c2)c1	8%	?	-1%	5%[10 µM]	-2%	15%	?	6%
CCOC(=O)c1cc[nH]c1C	1%	-5%	26%	-5%	5%	-6%	-1%	-4%
CC(N)=NCCCC[C@@H](N)C(=O)O	.	-12%	-8%	.	-3%	-16%	-2%	-5%
CC(=O)N1CCN(C2=Nc3cccc4cccc2c34)CC1	-15%	3%	-3%	-18%[10 µM]	2%	?	2%	?
O=C(COc1ccc([N+](=O)[O-])cc1)NCc1ccncc1	11%	10%	15%	.	-8%	1%	9%	5%

Shown with values under each structure: entries from further up.
Order of results: HTT aggregate | Tau fluor cs | SMN2 splice up | HTT cytoprotect | ALDH1A1 inh | Tau fibril ThT | Tau fibril FP | JMJD2E inh
O=C(Oc1ccccc1C(=S)N1CCCCC1)c1cc([N+](=O)[O-])cc([N+](=O)[O-])c1
  -16% | ? | 9% | 6%[10 µM] | 8.9µM* | 25µM* | ? | 2%
COc1ccc(NC(=S)Nc2ccccc2Cl)cn1
  8% | 10% | 0% | . | 10% | 3% | 0% | ?
